High-throughput results deposited in PubChem by National Center for Advancing Translational Sciences (NCATS).
IMPase Li inh = IMPase inhibition in cells with lithium potentiation. 0.35% of 210,000 active. Potency, µM (series often up to 59.4 µM), without a hit: at the highest dose activity, negative = IMPase inhibition, hits mostly inhibitors. CHO-M1 cells, IP1 TR-FRET (IP-One), carbachol + lithium. AID 1457;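 note: IP1 builds up when IMPase is blocked and the TR-FRET signal falls; potency is the fitted concentration of half-maximal effect; plate controls were basal vehicle for no effect and high inhibitor control for full effect; nearly all actives have a fitted effect of over 50% in size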
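IP1 accumulation measured by competitive TR-FRET in lysed CHO-M1 cells after 30 min compound exposure at 37C, with a small lithium addition to potentiate weak responses. Hill-equation AC50 from ratio and donor-channel data.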
Luc counter = Kinase-Glo luciferase inhibition (counter-screen) | Q27757 | Kinase-Glo luciferase, ATP luminescence, 8 min | Potency, µM (top dose mostly 38.3 µM), without a hit: at the highest dose activity change, negative = inhibition, hits mostly inhibitors | 0.28% of 200,000 active; note: potency is the fitted concentration of half-maximal effect; % is set by controls: 0 for no effect and ±100 for the full control effect; nearly all actives have a fitted effect of over 60% in size
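Luminescence was the read-out, taken after 8-minute incubation at ambient temperature. Luciferase turned over luciferin with 10 uM ATP in imidazole pH 7.2 buffer containing KCl, MgCl2, Tween 20 and BSA.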
CBFb RUNX1 block = inhibitors of human CBF-beta and RUNX1 interaction; AlphaScreen CBFb-His/RUNX1-biotin binding, biochemical; Potency, µM (doses to about 59.8 µM), for inactives: at the top dose activity, negative = inhibition, actives largely listed as inhibitors; 230,000 tested, under 10 active; note: % of control where 0% means no effect
Target sequence (Q01196 whole entry, looked up): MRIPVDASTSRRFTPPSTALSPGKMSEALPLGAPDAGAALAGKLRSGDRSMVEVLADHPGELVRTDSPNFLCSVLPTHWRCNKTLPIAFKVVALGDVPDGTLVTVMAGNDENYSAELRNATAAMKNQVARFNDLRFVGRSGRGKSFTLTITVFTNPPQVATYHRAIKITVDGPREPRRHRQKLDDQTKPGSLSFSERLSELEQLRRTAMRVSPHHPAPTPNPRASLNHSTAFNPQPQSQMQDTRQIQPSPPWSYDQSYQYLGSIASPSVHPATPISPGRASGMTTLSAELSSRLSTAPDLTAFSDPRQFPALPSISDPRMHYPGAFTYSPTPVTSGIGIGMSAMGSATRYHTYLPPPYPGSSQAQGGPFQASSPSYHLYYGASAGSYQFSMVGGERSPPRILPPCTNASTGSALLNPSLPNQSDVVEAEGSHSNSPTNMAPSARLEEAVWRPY
Target sequence (Q13951 whole entry, looked up): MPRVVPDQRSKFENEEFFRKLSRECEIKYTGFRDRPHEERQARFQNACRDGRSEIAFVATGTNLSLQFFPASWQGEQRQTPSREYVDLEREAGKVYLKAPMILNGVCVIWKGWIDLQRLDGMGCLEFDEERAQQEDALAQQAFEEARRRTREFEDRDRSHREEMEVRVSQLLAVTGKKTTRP
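AlphaScreen binding: CBFb-His and RUNX1-biotin (30 nM each) preincubated 20 min, compound added for 15 min, then nickel and streptavidin beads for 90 min, all at room temperature. Disruption of the interaction by any mechanism counts as activity.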
HttQ103 aggreg = reduces HttQ103-GFP aggregates in PC12 cells | PC12 HttQ103-GFP aggregates, Acumen cytometry, 40 h | Potency, µM (top dose mostly 46.1 µM), for inactives: top-dose activity change, negative = inhibition, hits mostly inhibitors | 1.1% of 220,000 active; note: potency is the fitted concentration of half-maximal effect; % is set by controls: 0 for no effect and ±100 for the full control effect; nearly all actives have a fitted effect of over 60% in size
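Steps: seed 1500 PC12 HTTQ103-GFP cells/well; add tebufenozide, 100 nM final; add compound titration; add ATPLite reagent; quantify GFP aggregates by laser scanning cytometry.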
Epigenetic reg = derepresses silenced GFP reporter in murine cells. 0.2% of 280,000 active. murine LDR cells, GFP reporter derepression, 30 h. Potency, µM (doses to about 53.9 µM), for the others: top-dose GFP activation, actives largely listed as activators; note: potency is the fitted concentration of half-maximal effect; % of control where 0% means no effect; nearly all actives have a fitted effect of over 60% in size
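GFP-positive cell count by laser-scanning cytometry (objects 20–120 um) after 30 h, 37 C compound exposure of murine LDR cells; reporter is CMV-GFP integrated at a silenced locus, inducible by HDAC or DNMT inhibitors.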
LMNA splice mod = modulators of lamin A splicing; HeLa LMNA splicing GFP/RFP minigene ratio, 48 h; Potency, µM (doses to about 46.1 µM), for inactives: at the highest dose ratio change, negative = inhibition, actives largely listed as inhibitors; 0.01% of 200,000 active; AID 1487; active = well fitted inhibition curve with a large enough effect in the signal ratio, with a control signal flat, not every such curve was filed as active; inconclusive = small, poorly fitted or top-dose-only effect, or effect the other way, or a change in a side signal; the % refers to the signal ratio; note: potency is the fitted concentration of half-maximal effect; % is set by controls: 0 for no effect and ±100 for the full control effect
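S3 HeLa cells stably expressing lamin A-EGFP splicing minigene plus DsRed2, 600 cells/well, 48 h compound exposure at 37C. Laser-scanning cytometry; analysed as GFP (500-530 nm)/RFP (575-640 nm) total intensity ratio; 0.5% DMSO vehicle.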
NPSR antagonist = antagonists of human neuropeptide S receptor cAMP signaling. Q6W5P4. CHO-NPSR cells, cAMP TR-FRET, antagonist mode. Potency, µM (highest dose often 38.3 µM), inactives show top-dose activity change, negative = inhibition, actives largely listed as inhibitors. 1% of 220,000 active; note: potency is the fitted concentration of half-maximal effect; % is set by controls: 0 for no effect and ±100 for the full control effect; nearly all actives have a fitted effect of over 50% in size; many of its hits are not listed in these tables
Target sequence (Q6W5P4 whole entry, looked up): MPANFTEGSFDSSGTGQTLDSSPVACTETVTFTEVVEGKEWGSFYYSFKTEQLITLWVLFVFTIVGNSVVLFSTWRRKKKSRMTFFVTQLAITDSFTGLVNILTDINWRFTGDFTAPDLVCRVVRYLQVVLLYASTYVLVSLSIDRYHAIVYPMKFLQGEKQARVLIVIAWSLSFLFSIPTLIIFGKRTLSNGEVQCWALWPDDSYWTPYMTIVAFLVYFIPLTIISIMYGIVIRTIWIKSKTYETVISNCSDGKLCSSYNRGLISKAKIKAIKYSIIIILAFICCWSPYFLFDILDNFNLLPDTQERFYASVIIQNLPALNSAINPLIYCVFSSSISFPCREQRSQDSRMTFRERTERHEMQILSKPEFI
Numbers without * were called inactive; ? = inconclusive; nt = not tested or not shown; & = joins results of further samples; [ ] = dose if it differs, or a comment. Unless noted, calls come from the whole dose curve; as a rule, active = well fitted curve in the direction sought with a large enough effect; inconclusive = small, poorly fitted or top-dose-only effect, or another doubt; inactive = no such curve, though single readings can be large; an effect the other way counts as inactive or inconclusive. The list is partial (hit frequency here may not be typical).

SMILES	LMNA splice mod	NPSR antagonist	IMPase Li inh	Luc counter	Epigenetic reg	HttQ103 aggreg	CBFb RUNX1 block
CCc1ccccc1NC(=S)N1CCNC(=O)C1CC(=O)OC (configuration not stated)	nt	11%	-1%	-2%	0.3%	19%	-3%
CC(=O)NS(=O)(=O)c1ccc(NC(=O)c2ccc(Br)o2)cc1	1%	-1%[46.1 µM]	-8%[38.3 µM]	-2%	0.0%	16%	8%
Cc1cccc(C)c1NC(=O)CCN1C(=O)C2C3CCC(C3)C2C1=O (configuration not stated)	14%	12%[46.1 µM]	-10%[38.3 µM]	-2%	0.0%	-3%	5%
O=c1cc(N2CCc3ccccc32)[nH]c(=O)n1-c1ccccc1Cl	4%[9.22 µM]	-2%	-4%	-3%	4.2%	19%	-1%
Cc1nc([N+](=O)[O-])nn1C12CC3CC(CC(Cl)(C3)C1)C2	-5%	3%	8%	1%	-1.0%	10%	3%
C[N+](C)(C)CCOC(N)=O	?	-11%[46.1 µM]	-12%&-17%&2%&-20%	-3%	1.1%	16%	-2%
CN(C)S(=O)(=O)Oc1ccsc1C(=O)Nc1cccc(Cl)c1Cl	-3%	-12%[46.1 µM]	5%[38.3 µM]	-2%	-1.1%	-14%	13%
COc1ccc(-c2cn(-c3ccc(C)cc3)c(=O)n2CC(=O)Nc2cccc(F)c2)cc1	2%	-28%[46.1 µM]	35%[38.3 µM]	15%	-2.3%	-9%	-17%
Cc1cc(C)n(-c2nc3ccccc3nc2N2CCC(C)CC2)n1	-10%	-15%[46.1 µM]	20%[38.3 µM]	-5%	7.2%	18%	?
C=CCn1c(=O)c(C(=O)NCCNCC)c(O)c2ccccc21	-7%	14%[46.1 µM]	nt	nt	-5.7%	8%	2%
CCN1CCN(Cc2ccc(NC(=O)Nc3ccc(SC)cc3)cc2)CC1	?	-9%[46.1 µM]	40%[activator][38.3 µM]	2%	11%	2%	0%
C/C(CCC(C)C)=N\Nc1cc(C)c2ccccc2n1	-7%[46 µM]	-6%	21%	-2%	-0.4%	-8%	1%
CCOc1cc(NC(=S)NCCCN2CCOCC2)c(OCC)cc1NC(=O)C(C)C	?	9%	3%	-5%	-1.8%	12%	-19%
O=C1OCC2=C1C(c1ccccc1)CC(=O)N2c1cccc(F)c1 (configuration not stated)	?	-13%	11%	2%	0.3%	-9%	3%
CCOC(=O)CCNC(=O)N1CCCC(CNS(=O)(=O)c2cccs2)C1 (configuration not stated)	nt	-10%	2%	0%	5.8%	11%[9.22 µM]	8%
O=C(CSc1nnc2scc(-c3ccccc3)n12)N1CCCc2ccccc21	-7%	-8%[46.1 µM]	32%[38.3 µM]	24%	-0.1%	-11%	3%
Nc1nnc(SCc2cn3cc(Cl)ccc3n2)s1	nt	12%	5%	-3%	-3.0%	6%	3%
COc1ccccc1NS(=O)(=O)c1cc(N2Cc3ccccc3C2=N)ccc1N1CCOCC1	?	2.5µM*	9%	4%	-0.3%	15%	7%
CCCC(=O)Nc1ccc(C(=O)Nc2nnc(COCC)s2)cc1	3%	-16%[46.1 µM]	-3%	0%	0.0%	7%	7%
Cc1ccccc1N1C(S)=C(C#N)C(=O)NC1c1cccs1 (configuration not stated)	6%	-27%[46.1 µM]	4%[38.3 µM]	2%	?	15%[9.22 µM]	1%
COc1ccc(OC)c(/C=C/C(=O)NCCc2nc3ccccc3[nH]2)c1	nt	-50%	nt	nt	6.2%	22%[9.22 µM]	-3%
O=C(/C=C/c1ccco1)NC(=S)Nc1cc(-c2nc3ccccc3s2)ccc1Cl	-12%	-47%	?	-3%	0.0%	1%	-4%
CC(=O)Nc1ccccc1Sc1ccccc1	16%	9%[46.1 µM]	14%[38.3 µM]	-3%	0.0%	-7%	2%
Cn1cc([N+](=O)[O-])c(C(=O)NCc2cc3ccccc3[nH]2)n1	5%	-4%	-3%	-4%	1.1%	-8%	4%
Cc1nn(CC2CC2)c(=O)n1-c1ccc(Cl)cc1	nt	10%	1%	1%	-0.1%	-6%	?
COC(=O)C1C(=O)c2c([nH]c(C(=O)OC3CCCCC3)c2C)CC1C (configuration not stated)	-13%	-17%	-5%	1%	3.9%	11%	0%
C/C(=N\NC(=S)NCc1ccccc1)c1ccc2ccccc2c1OC(F)F	nt	-54%	17%	4%	6.8%	21%	-2%
COc1ccccc1/C=C/C(=O)OC(C)CN1CCOCC1 (configuration not stated)	10%	-6%[46.1 µM]	8%[38.3 µM]	-4%	-2.0%	0%	4%
COc1ccc2c(c1)C(=O)[C@@H](OC(=O)NC1CCCC1)[C@H](c1ccc(OC)c(Br)c1)O2	nt	nt	10%	1%	0.0%	nt	3%
COC(=O)c1sccc1NC(=S)Nc1cccc(F)c1	9%[46 µM]	3%	nt	nt	2.1%	12%[9.22 µM]	10%

Part of the list above in a different format:
The line under a structure holds: LMNA splice mod	NPSR antagonist	IMPase Li inh	Luc counter	Epigenetic reg	HttQ103 aggreg	CBFb RUNX1 block
Cc1ccccc1N1C(S)=C(C#N)C(=O)NC1c1cccs1 (configuration not stated)
 : 6%	-27%[46.1 µM]	4%[38.3 µM]	2%	?	15%[9.22 µM]	1%
COc1ccc(OC)c(/C=C/C(=O)NCCc2nc3ccccc3[nH]2)c1
 : nt	-50%	nt	nt	6.2%	22%[9.22 µM]	-3%
O=C(/C=C/c1ccco1)NC(=S)Nc1cc(-c2nc3ccccc3s2)ccc1Cl
 : -12%	-47%	?	-3%	0.0%	1%	-4%

Next part.
SMILES	LMNA splice mod	NPSR antagonist	IMPase Li inh	Luc counter	Epigenetic reg	HttQ103 aggreg	CBFb RUNX1 block
COC(=O)CC1C(=O)NC2CCCCC2N1C(=O)c1ccccc1 (configuration not stated)	-2%	-15%[46.1 µM]	-27%[38.3 µM]	-3%	-0.7%	0%	1%
C#CC[N+](C)(C)CCCCCCCC	?	27%	4%	-3%	-1.1%	8.9µM*	4%
CCOC(=O)N1CCN(C(=O)Nc2ccccc2Cl)CC1	0%	-13%[46.1 µM]	19%[38.3 µM]	-1%	0.6%	9%	-5%
O=C(CSc1nncn1-c1ccccc1)Nc1cc(Cl)cc(Cl)c1	-6%	4%[46.1 µM]	-4%[38.3 µM]	-4%	0.0%	8%	7%
O=C(CCSc1nnc2scc(-c3ccccc3)n12)NCc1ccc2c(c1)OCO2	5%	-23%[46.1 µM]	36%[activator][38.3 µM]	3%	-1.1%	-7%	2%
Cc1c(Br)c([N+](=O)[O-])nn1C(C)C(=O)NCC1CCCO1 (configuration not stated)	nt	8%	6%	-1%	-2.4%	14%	7%
Cc1cccc(N2CCN(C(=O)C3CCCCC3)CC2)c1C	-20%	?	-3%[38.3 µM]	-4%	-2.1%	5%	8%
CCOC(=O)C1(CCOc2ccccc2)CCN(Cc2ccc(C)o2)CC1	nt	18%	30%	-1%	0.0%	7%[9.22 µM]	3%
FC(F)(F)c1ccc(CN2C[C@@H]3C(c4ccc(C(F)(F)F)cc4)C4(c5cccnc5)CC3(C4)[C@H]2c2ccccc2)cc1 (some centres not stated)	nt	-39%	-15%	1%	-0.2%&5.4%	26%[9.22 µM]	8%&11%
CC(=O)c1ccc(N2CCN(c3ccc(S(=O)(=O)NCCN(C)C)cc3[N+](=O)[O-])CC2)cc1	nt	1%	nt	nt	-1.2%	-14%[9.22 µM]	-4%
COc1ccccc1OCC(=O)NNC(=O)c1c(-c2ccccc2Cl)noc1C	nt	9%	3%	-2%	2.2%	-4%	0%
Cc1ccc(N2C(=O)C(Cc3ccc(O)cc3)NC2=S)cc1C (configuration not stated)	6%	11%	3%	5%	-1.8%	16%	1%
COc1cc(C2c3c(oc4ccccc4c3=O)C(=O)N2CCN2CCOCC2)cc(OC)c1OC (configuration not stated)	-7%	3%[46.1 µM]	17%[38.3 µM]	-2%	2.0%	?	6%
COc1ccc(-c2cc(C(=O)N3CCCc4ccccc43)no2)cc1	?	?	16%[38.3 µM]	-4%	-0.9%	-6%	12%
CN(C)c1ccc(-c2nccc(NCc3ccccc3)n2)cc1	?	nt	3%	-6%	-3.7%	nt	nt
O=C(NC1CCCC1)C1CCC(=O)N1CCc1ccccc1 (configuration not stated)	-1%	-17%[46.1 µM]	22%[38.3 µM]	-2%	-3.6%	16%	-3%
CCOC(=O)C1=C(CSc2nc(C)ccc2C#N)OC(N)=C(C#N)C1c1cccc(OC)c1OC (configuration not stated)	16%	?	11%[38.3 µM]	-2%	0.0%	?	-10%
CN(CC(=O)NC(=O)NCc1ccco1)CC(=O)Nc1ccccc1Cl	6%[46 µM]	-18%	nt	nt	1.1%	4%[9.22 µM]	-2%
CC(C)Nc1cc(N2CCCC2)ccc1[N+](=O)[O-]	6%	-17%[46.1 µM]	19%[38.3 µM]	-1%	-0.9%	0%	-22%
CC(Oc1ccccc1)c1ccnc2nc(/N=C/N(C)C)nn12 (configuration not stated)	4%	-4%[46.1 µM]	-21%[38.3 µM]	-3%	-0.9%	6%	4%
COc1cc(/C=N/N2C(=O)CSC2=S)cc(Br)c1O	3%[46 µM]	-6%	5%	-6%	-2.2%	14%	-30%
CC1(C)CC(=O)c2c(Cc3ccccc3)n[nH]c2C1	-2%	-3%[46.1 µM]	13%[38.3 µM]	0%	-0.9%	-1%	-9%
CCOC(=O)CC(NC(=O)c1ccccc1F)c1ccc(C)cc1 (configuration not stated)	-10%[46 µM]	-18%	-3%	1%	3.9%	5%	9%
Cc1cccc(NC(=O)CCCCCN2C(=O)c3ccccc3C2=O)n1	-1%	12%[46.1 µM]	35%[activator][38.3 µM]	0%	-0.8%	-20%	6%
NC(=O)COC(=O)CNC(=O)c1cc(Cl)cc([N+](=O)[O-])c1	-8%[46 µM]	0%	2%	-1%	-2.9%	19%	-10%
COc1ccc(NC(=O)C2CCN(C(=O)c3ccccc3)CC2)c(OC)c1	15%	-12%[46.1 µM]	0%[38.3 µM]	0%	-0.1%	16%	0%
Cc1nnc(NC(=O)c2csc3c2CCCC3)s1	nt	4%	-13%	1%	13%	12%	-2%
COc1ccc(S(=O)(=O)NCCOc2ccccc2)cc1C	nt	-11%	-8%	-4%	-5.8%	-4%[9.22 µM]	21%
COC(=O)c1cc(C(=O)c2ccc(C(C)(C)C)cc2)c[nH]1	?	-40%	11%	-1%	-0.6%[10.1 µM]	-16%[9.22 µM]	3%
